CHT inh = inhibitors of human choline transporter CHT. actives 0.86% (n = 310,000). CHT-expressing cells, membrane potential dye, choline response; active compounds read low. B-score at 10 µM. AID 488975;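 active means B-score over 3 SD under the library average, and starting fluorescence ratio not unusually high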;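 further: choline stimulus applied at its EC90 after an EC20 pre-addition; B-score computed on integrated fluorescence ratio after choline addition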
Target sequence (Q9GZV3 whole entry, looked up): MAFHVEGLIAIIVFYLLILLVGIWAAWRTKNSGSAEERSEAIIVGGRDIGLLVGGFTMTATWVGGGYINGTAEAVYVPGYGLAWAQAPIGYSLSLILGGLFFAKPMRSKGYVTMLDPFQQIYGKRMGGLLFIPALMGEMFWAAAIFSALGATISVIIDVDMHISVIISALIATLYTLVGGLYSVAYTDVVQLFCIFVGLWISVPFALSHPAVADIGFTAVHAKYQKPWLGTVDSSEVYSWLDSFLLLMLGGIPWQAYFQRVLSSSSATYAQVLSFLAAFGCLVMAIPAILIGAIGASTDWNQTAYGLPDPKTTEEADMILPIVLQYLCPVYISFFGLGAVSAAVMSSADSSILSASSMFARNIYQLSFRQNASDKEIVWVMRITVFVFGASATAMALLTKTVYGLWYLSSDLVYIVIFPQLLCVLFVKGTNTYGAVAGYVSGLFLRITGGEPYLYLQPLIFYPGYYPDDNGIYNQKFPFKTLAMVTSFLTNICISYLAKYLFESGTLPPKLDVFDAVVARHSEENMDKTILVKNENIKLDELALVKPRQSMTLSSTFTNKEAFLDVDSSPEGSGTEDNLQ
CHT allo act = allosteric activators of human choline transporter CHT; B-score at 10 µM; actives 0.49% (n = 310,000); Q9GZV3; CHT-expressing cells, membrane potential dye, choline EC20; active compounds read high; LV-AA mutant CHT in HEK293 cells;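 active means initial fluorescence not abnormally high and integrated response B-score, plate-corrected, over 3 SD above library mean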
Starred values were filed as active, the others as inactive; i = inactive.

Values in the order: CHT inh | CHT allo act
Cc1ccc(NC(=O)Cn2nc(C)c3ccccc3c2=O)cc1
  i | i
CC(C)Oc1ccc(CN2CCC(n3nccc3NC(=O)C3CC3)CC2)cc1
  i | i
COc1ccc(Cl)cc1NS(=O)(=O)c1cn(C)nc1C
  i | i
CC(C)[C@H](NC(=O)c1ccccc1F)C(=O)Nc1nc2c(s1)CCCC2
  i | i
O=C1CN(C(=O)c2ccccc2)c2ccccc2N1
  i | i
COC(=O)c1cccc(NC(=O)CSc2nnnn2C)c1
  i | i
COCCNC(=O)c1c(N)n(/N=C/c2cccs2)c2nc3ccccc3nc12
  i | i
COc1ccc(Cl)cc1N1Cc2ccccc2C1
  i | i
COc1cccc(CNS(=O)(=O)c2ccc3c(c2)CC(C)N3C(C)=O)c1 (stereo not given)
  i | i
Oc1c(Br)cc(Br)cc1C=Nc1ccc2c(c1)OCO2
  -6.4* | i
O=C(NCc1ccco1)C(=S)N1CCCCC1
  i | i
CCCCCC(=O)Nc1ccc(C(=O)COC(=O)c2ccccn2)cc1
  i | i
COc1ccc(NC(=S)Nc2cc(C(F)(F)F)ccc2F)cc1
  i | i
O=C(CSCc1ccc(F)cc1)NCc1ccc(F)cc1
  i | i
COc1cc(NC(=O)Cc2nn(C)c(=O)c3ccccc23)cc(OC)c1
  i | i
Cc1ccc(C)c(S(=O)(=O)N2CCCOC2CNC(=O)C(=O)NCc2cccnc2)c1 (stereo not given)
  i | i
CC(C)COP(=O)(c1ccc(N(C)C)cc1)C(O)c1ccccc1F (stereo not given)
  i | i
Cc1c(OCC(=O)OC(C)(C)C)ccc2c3c(c(=O)oc12)CCC3
  i | i
CC(C)[C@H](NC(=O)N1CC(=O)Nc2ccccc21)C(=O)N[C@@H](Cc1ccccc1)C(=O)O
  i | i
NC(=O)c1cc(C(=O)c2cccc(Cl)c2Cl)c[nH]1
  i | i
COc1ccc2ccc(=O)oc2c1CC(O)C(C)(C)O (stereo not given)
  i | i
Cc1ccc(S(=O)(=O)N(C)C)cc1NC(=O)COC(=O)C1CCN(S(=O)(=O)c2cccs2)CC1
  i | i
Cc1ccccc1C(=O)Nc1cccc(NC(=O)c2ccccc2[N+](=O)[O-])c1
  i | i
O=C(OC(c1ccccc1)c1nccc2ccccc12)c1cccc([N+](=O)[O-])c1 (stereo not given)
  i | i
COc1ccc(NC2CCN(C3CC(=O)N(c4ccc(F)c(Cl)c4)C3=O)CC2)cc1 (stereo not given)
  i | i
Cc1noc(C)c1COc1ccc(C(=O)OCC(=O)Nc2cccc(S(=O)(=O)N3CCOCC3)c2)cc1
  i | i
CCOC(=O)C1=C(CSc2nc(C)ccc2C#N)OC(N)=C(C#N)C1c1cccc(OC)c1OC (stereo not given)
  i | i
O=C1c2ccccc2OC2(C=Cc3ccccc3O2)N1Cc1ccccc1 (stereo not given)
  i | i
CN1CCN(Cc2c(O)ccc3cc(Br)ccc23)CC1
  i | i
O=C(NN1C(=O)C2C3C=CC(C4CC34)C2C1=O)c1ccc(Cl)c(Cl)c1 (stereo not given)
  i | i
CSc1cccc(CN2CCC(CO)(Cc3ccccc3)CC2)c1
  i | i
Cc1oc(-c2ccc(Cl)cc2)nc1CN1CCC(C(=O)NCCCN2CCCC(C)C2)CC1 (stereo not given)
  i | i
CCN(C(=O)CSc1nnnn1C)c1c(N)n(Cc2ccccc2)c(=O)[nH]c1=O
  i | i
Oc1[nH]c2ccccc2c1C=NCC1CCCO1 (stereo not given)
  i | i
COc1cccc(NC(=O)N2CCC(C(N)=O)(N3CCCCC3)CC2)c1
  i | i
CN(CC(=O)NC1CCCCCC1)S(=O)(=O)c1ccc(F)cc1
  i | i
COc1ccccc1C(=O)NCC(=O)N/N=C/c1cn[nH]c1-c1ccccc1
  i | i
COc1ccc(C2Nc3ccccc3C(=O)N2c2ccc(C)cc2)cc1Cn1nnc2ccccc21 (stereo not given)
  i | i
COc1ccccc1-n1c(SCC(=O)N(C)C2CCS(=O)(=O)C2)nc2ccccc2c1=O (stereo not given)
  i | i
C=CC(C)N1C(=O)S/C(=C\c2ccc(N3CCOCC3)cc2C)C1=O (stereo not given)
  i | i
O=C(Nc1ccc(C(=O)N2CCOCC2)cc1)c1ccc([N+](=O)[O-])cc1
  i | i
O=C(NCCc1ccc(Cl)cc1)c1cnccn1
  i | i
CCOC(=O)C1CCCN(CC(=O)Nc2nccs2)C1 (stereo not given)
  i | i
COCCNCC(=O)Nc1ccccc1Sc1ccccc1
  i | i
CCCCNC(=O)C(=O)N/N=C/c1ccc(OCc2ccccc2)cc1
  i | i
CC(=O)/C(=N/Nc1ccc(C)cc1)Sc1nnc(CCc2ccccc2)n1-c1ccccc1
  i | i
O=c1c2ccccc2nnn1COc1cccc(Cl)c1
  i | i
N#CC1=C(N)N2C(=C(C#N)C13CCCC3)Nc1ccccc12
  i | i
O=c1cc(O)nc2n1CCCS2
  i | i
O=C1c2ccccc2S(=O)(=O)N1CC(O)COc1ccc(Br)cc1 (stereo not given)
  i | i
O=[N+]([O-])c1ccc(NC(=S)N2CCN(S(=O)(=O)c3ccccc3)CC2)cc1
  i | i
CCc1ccccc1NC(=S)N1CCCCCC1
  i | i
O=C(Nc1ccc(OC(F)(F)C(F)F)c(NC(=O)c2cccc(F)c2)c1)c1cccc(F)c1
  i | i
CC(=O)NC(C(=O)NCC(N)=O)C(C)C (stereo not given)
  i | i
O=C(NCCCn1ccnc1)c1cc(-c2ccc(Cl)cc2)nc2ccccc12
  i | i
O=C(OC1CCN(c2ccc([N+](=O)[O-])cc2)CC1)c1ccccc1
  i | i
NC(=O)NOCc1ccc(Cl)cc1Cl
  i | i
COc1ccc(C(=O)Nc2ccnn2C2CCN(C(=O)c3cnsn3)CC2)cc1
  i | i
C/C(=N\NS(=O)(=O)c1ccc(Br)cc1)c1cccs1
  i | i
O=c1[nH]c(CSc2nnc3ccccn23)nc2ccccc12
  i | i

Pulled one by one from the entries so far, 2 records:
Values in the order: CHT inh | CHT allo act
COCCNCC(=O)Nc1ccccc1Sc1ccccc1
  i | i
N#CC1=C(N)N2C(=C(C#N)C13CCCC3)Nc1ccccc12
  i | i

Continued.
Values in the order: CHT inh | CHT allo act
Cn1c(SCc2ccccc2)nnc1-c1ccc(O)cc1
  i | i
COc1ccc(C2C(C(=O)N3CCCCC3)c3ccccc3C(=O)N2C)cc1 (stereo not given)
  i | i
COc1cc(NC(=O)C2CCN(S(=O)(=O)c3cccc4nonc34)CC2)cc(OC)c1
  i | i
CC(C)(C)C(=O)NC(=S)N1CCCC1
  i | i
Cc1nn(CC(=O)Nc2ccc3c(c2)OCO3)c(C)c1[N+](=O)[O-]
  i | i
Cc1ccc(/C=C/C(=O)NCCc2cccc(Cl)c2)o1
  i | i
NS(=O)(=O)c1ccc(NC(=O)COC(=O)C2CCCCC2)cc1
  i | i
O=C(CCN1C(=O)/C(=C/c2ccccc2F)SC1=S)NCCCN1CCOCC1
  i | i
CCOC(=O)c1[nH]c2c(c1-c1ccc(OC)cc1)C(=O)CC(c1ccc(OC)c(OC)c1)C2 (stereo not given)
  i | i
CC(C)c1ccc(CNC(=O)CCc2ccccc2)cc1
  i | i
Cc1nnsc1SCCNC(=O)Nc1ccc(Cl)cc1
  i | i
O=c1c2sc3ccccc3c2[nH]c(=S)n1CCN1CCOCC1
  i | i
CCN(CC)C(=O)CSc1nc(-c2ccc(C)cc2)nc2c1COC(C)(C)C2
  i | i
CN(CCN1CCOCC1)C(=O)c1cc(COc2ccc(F)c(F)c2)on1
  i | i
Cc1ccc(N=Cc2ccc(O)cc2O)cc1F
  i | i
CC(C)[C@H](NC(=O)Nc1cccc(Br)c1)C(=O)O
  i | i
Cc1ccccc1C(=O)N/N=C/c1ccncc1
  i | i
CCCCOc1ccc(C(=O)NCCOc2cccc(OC)c2)cc1
  i | i
Cc1cc(O)c(N)c(C)c1Cl
  i | i
Cc1cc(C)c(S(=O)(=O)NCC(CCC(=O)O)C(F)(F)F)c(C)c1 (stereo not given)
  i | i
CCn1c(SCC(=O)Nc2nc(-c3ccccc3)cs2)nnc1-c1ccccc1O
  i | i
CCC(C)(C)NC(=O)C(c1cccn1C)N(C(=O)Cn1nnc2ccccc21)c1ccc(NC(C)=O)cc1 (stereo not given)
  i | i
N/C(=N\c1nc2c(c(=O)[nH]1)CCC2)Nc1cccc(Cl)c1
  i | i
O=S(=O)(NCCO)c1cccc2cccnc12
  i | i
O=c1oc2cc([N+](=O)[O-])ccc2nc1/C=C(\O)c1cccc(Br)c1
  i | i
CCC(C)N(C)C1CCN(C(=S)Nc2ccc(OC)cc2)CC1 (stereo not given)
  i | i
CCOc1ccccc1C1CC(c2ccccc2)Nc2nc(N)nn21 (stereo not given)
  i | i
O=C(NCc1ccncc1)C1CCCN1S(=O)(=O)c1ccc(Cl)cc1 (stereo not given)
  i | i
CCC1CCCCN1C(=O)Nc1cc(Cl)ccc1OC (stereo not given)
  i | i
COc1cc(OC)c(N(C)S(=O)(=O)c2cccc(C(=O)NC(C)C3CC4CCC3C4)c2)cc1Cl (stereo not given)
  i | i
COc1ccc(OCCNS(=O)(=O)c2ccccc2)cc1
  i | i
Cc1cccc(OCC(=O)NC2CCCC2)c1
  i | i
Cc1nn(Cc2ccccc2)c(C)c1C(=O)NCCN1C(=O)S/C(=C\c2ccc(F)cc2)C1=O
  i | i
O=C(Nc1cccnc1Cl)C1CCCN(c2ncnc3c2nc2n3CCCCC2)C1 (stereo not given)
  i | i
O=C(COc1ccc(Br)cc1)NCCCNC(=O)c1cccnc1
  i | i
O=C1C2CC=C(Cl)CC2C(=O)N1c1ncn[nH]1 (stereo not given)
  i | i
CCOC(=O)C1=NN(C(=O)c2ccc(C)cc2)C(O)(c2ccc(Cl)cc2)C1 (stereo not given)
  i | i
Cc1ccc(S(=O)(=O)N2[C@@H](c3cccc(Cl)c3)C(C(=O)O)=CC[C@H]2c2ccc(Cl)cc2)cc1
  i | i
CCCc1n(CC(O)COC2CCCCC2)c2ccccc2[n+]1C (stereo not given)
  i | i
COC(CNC(=O)c1ccc(N2CCC3(CC2)OCCO3)c([N+](=O)[O-])c1)OC
  i | i
Cc1ccc(NC(=S)N/N=C2/CCCCc3ccccc32)cc1
  i | i
Cc1ccc(-n2ncc3c(=O)n(CC(=O)N4CCCCCC4)cnc32)cc1
  i | i
O=C(CSc1n[nH]c(-c2ccco2)n1)Nc1sc2c(c1C(=O)Nc1ccccc1)CCCC2
  i | i
O=C1Nc2ccccc2S/C1=C/c1cccs1
  i | i
CCCCNC(=O)c1ccccc1NC(=O)c1ccc2c(c1)OCO2
  i | i
COc1ccccc1N1C(=O)C2CC=CC(C)C2C1=O (stereo not given)
  i | i
O=C(NCc1ccc2c(c1)OCO2)c1ccc(=O)[nH]c1
  i | i
CCNC(=O)Nc1ccccc1C(=O)OC
  i | i
Cc1cc(C)nc(-n2nc(C)cc2NC(=O)CNCc2ccccc2)n1
  i | i
CCOC(=O)c1c(NC(=O)c2ccccc2Cl)sc2c1CCc1ccccc1-2
  i | i
COc1ccc(Nc2nc(-c3ccccc3)c(C(=O)Nc3cccnc3)s2)cc1
  i | i
COc1ccc(Cl)cc1NC(=O)CN(C)C(=O)CCC(=O)c1cc(C)sc1C
  i | i
Cc1ccc2nc(Cl)c(C3CC(c4cccs4)=NN3C(=O)CCC(=O)O)cc2c1 (stereo not given)
  i | i
O=C(CSc1nncs1)Nc1nnc(-c2ccccc2)o1
  i | i
CC(=O)c1cccc(N(CC(=O)NC2CCCCC2)C(=O)CCC(=O)Nc2nc(C)cs2)c1
  i | i
CCCCOC(=O)n1c(=S)oc2cc(Cl)ccc21
  i | i
CCN(C(=O)c1ccnc(C(C)(C)C)c1)c1ccccc1
  i | i
S=C(S)N1CCCC1
  i | i
CC(=O)c1c(Cl)nc2ccc(Br)cc2c1-c1ccccc1
  i | i
O=C(O)c1ccc(NC(=O)c2cccc(NC(=O)c3cccs3)c2)cc1
  i | i

Ordered by formula weight (largest number first): 6 of the compounds above
Values in the order: CHT inh | CHT allo act
CC(=O)c1cccc(N(CC(=O)NC2CCCCC2)C(=O)CCC(=O)Nc2nc(C)cs2)c1
  i | i
Cc1ccc2nc(Cl)c(C3CC(c4cccs4)=NN3C(=O)CCC(=O)O)cc2c1 (stereo not given)
  i | i
COc1ccc(Cl)cc1NC(=O)CN(C)C(=O)CCC(=O)c1cc(C)sc1C
  i | i
O=C(O)c1ccc(NC(=O)c2cccc(NC(=O)c3cccs3)c2)cc1
  i | i
COc1ccccc1N1C(=O)C2CC=CC(C)C2C1=O (stereo not given)
  i | i
O=C1Nc2ccccc2S/C1=C/c1cccs1
  i | i

The list goes on.
Values in the order: CHT inh | CHT allo act
COc1cc(C(=O)Nc2cc(C(F)(F)F)ccc2N2CCOCC2)ccc1OCC(=O)N1CCOCC1
  i | i
COc1ccc(C)cc1NCC(=O)Nc1ccc(C(C)(C)C)cc1
  i | i
Cc1c(C2N3CC4(C)CN2CC(C)(C3)C4=O)c2ccccc2n1C (stereo not given)
  i | i
CCOC(=O)/C=c1\s/c(=C\c2ccc3c(c2)OCCO3)c(=O)n1CC(=O)NCC1CCCO1 (stereo not given)
  i | i
Cc1cc2c(cc1S(=O)(=O)CCC(=O)N(C)Cc1ccccc1)OCC(=O)N2
  i | i
Fc1ccc(/C=N/Nc2nnnn2-c2ccccc2)cc1
  i | i
COc1ccc(-c2nc(CN3CCC(c4ccccc4)CC3)c(C)o2)cc1OC
  i | i
COC(=O)c1oc2ccccc2c1-n1cccc1
  i | i
COc1cc(C2C(C#N)=C(C)NC3=C2C(=O)CC(C)(C)C3)ccc1OCCO (stereo not given)
  i | i

Source: PubChem BioAssay

Rows are unselected; any-hit rate near 1.5%.
